# Source: PubChem (National Center for Advancing Translational Sciences (NCATS))
# S-ASM inh = Inhibitors of Secretory Acid Sphingomyelinase (S-ASM): qHTS; placental ASM, HMU-PC fluorogenic substrate, 60 min; Potency, µM (highest dose often 57.5 µM), for the others: at the highest dose activity change, negative = inhibition, most hits filed as inhibitors; 340,000 compounds, 0.006% hits; AID 504937, 2011; further: potency means the concentration at half of the fitted maximal effect
#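 Human placenta-derived ASM enzyme was preincubated with compound for 10 minutes at room temperature, then given fluorogenic substrate HMU-PC0 (9 uM final) for 60 minutes at 37 °C; a pH 10 stop preceded fluorescence reading at Ex 386/Em 447 nm.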
# USP2a inh = qHTS Assay for Inhibitors of Ubiquitin-specific Protease USP2a Using CHOP2 as the Reporter. Ubiquitin carboxyl-terminal hydrolase 2 (Homo sapiens), O75604. USP2 core, Ub-CHOP2 coupled fluorogenic reporter, 485/531. Potency, µM (series often up to 38.3 µM), for the others: top-dose activity change, negative = inhibition, usual class: inhibitors. 330,000 compounds, 0.01% hits;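 further: potency means the concentration at half of the fitted maximal effect; plate controls were DMSO wells for no effect and full inhibition by NEM control for full effect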
# Target sequence (O75604 whole entry, looked up): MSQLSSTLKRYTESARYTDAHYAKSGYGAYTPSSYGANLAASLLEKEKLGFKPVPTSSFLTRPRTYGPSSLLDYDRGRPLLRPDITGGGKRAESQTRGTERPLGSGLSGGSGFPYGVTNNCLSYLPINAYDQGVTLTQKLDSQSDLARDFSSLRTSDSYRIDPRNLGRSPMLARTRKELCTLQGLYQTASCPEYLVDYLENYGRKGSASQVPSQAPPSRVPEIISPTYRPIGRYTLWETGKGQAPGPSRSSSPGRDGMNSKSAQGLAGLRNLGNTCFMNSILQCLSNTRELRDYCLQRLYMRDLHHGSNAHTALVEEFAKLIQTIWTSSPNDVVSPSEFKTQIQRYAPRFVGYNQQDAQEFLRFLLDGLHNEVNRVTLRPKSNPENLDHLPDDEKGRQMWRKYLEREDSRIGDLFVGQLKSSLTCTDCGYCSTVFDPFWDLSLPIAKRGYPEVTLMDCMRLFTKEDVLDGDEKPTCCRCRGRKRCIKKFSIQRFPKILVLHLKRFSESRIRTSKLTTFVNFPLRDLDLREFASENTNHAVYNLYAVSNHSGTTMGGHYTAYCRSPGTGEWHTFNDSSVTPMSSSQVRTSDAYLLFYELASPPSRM
#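 Cell-free coupled assay: 10nM USP2 core preincubated 30min RT with compound in Tris-HCl pH 8.0/CaCl2/CHAPS buffer, then 25nM Ub-CHOP2 and 25nM reporter substrate; fluorescence (Ex 485/Em 531) read after 60min RT, normalized to NEM inhibition, concentration-response curves fitted.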
# Eya2 phos inh = qHTS Assay for Inhibitors of the Phosphatase Activity of Eya2; recombinant Eya2, OMFP fluorescence dephosphorylation (OMFP is methylfluorescein phosphate); Potency, µM (highest dose often 76.9 µM), for inactives: top-dose activity, negative = inhibition, most hits filed as inhibitors; 330,000 compounds, 0.006% hits; AID 488837, 2010; further: potency means the concentration at half of the fitted maximal effect; on the % scale 0 is the no-effect control and ±100 the full control effect
#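 Eya2 protein (added as 0.2 uM solution) was preincubated with compound for 10 min at ambient temperature in 50 mM HEPES pH 7.5, 50 mM NaCl, 5 uM MgCl2, 0.05% BSA, 1 mM DTT. OMFP (added at 50 uM) then reacted 10 min; fluorescence read at 485/525 nm.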
# uPA generation = qHTS for Inhibitors of Cell Surface uPA Generation. AID 540303, 2011. Potency, µM (top dose mostly 38.3 µM), for inactives: top-dose activity change, negative = inhibition, hits mostly inhibitors. 330,000 compounds, 0.31% hits. cell surface uPA generation assay, qHTS; active means well fitted inhibition curve with a large enough effect; inconclusive means small, poorly fitted or top-dose-only effect; inactive means no such curve, though single readings can be large or run the other way; tested in mouse RAW 264.7 cells; further: potency means the concentration at half of the fitted maximal effect; on the % scale 0 is the no-effect control and ±100 the full control effect; nearly all actives have a fitted effect of over 55% in size
# PTAP TSG101 blk = qHTS Assay for Iinhibitors of HIV-1 Budding by Blocking the Interaction of PTAP/TSG101 | AID 493005, 2010 | Potency, µM (highest dose often 115 µM), for the others: at the highest dose activity change, negative = inhibition, usual class: inhibitors | Fluorescence polarization, FITC-PTAP peptide / Tsg101 binding | 340,000 tested, under 10 active; active means well fitted inhibition curve with a large enough effect in the main read-out, with a control signal flat, not every such curve was filed as active; inconclusive means small, poorly fitted or top-dose-only effect, or effect the other way, or a change in a side signal; inactive means no such curve, though single readings can be large or run the other way; further: potency means the concentration at half of the fitted maximal effect; % of control where 0% means no effect
# Target sequence (Q99816 whole entry, looked up): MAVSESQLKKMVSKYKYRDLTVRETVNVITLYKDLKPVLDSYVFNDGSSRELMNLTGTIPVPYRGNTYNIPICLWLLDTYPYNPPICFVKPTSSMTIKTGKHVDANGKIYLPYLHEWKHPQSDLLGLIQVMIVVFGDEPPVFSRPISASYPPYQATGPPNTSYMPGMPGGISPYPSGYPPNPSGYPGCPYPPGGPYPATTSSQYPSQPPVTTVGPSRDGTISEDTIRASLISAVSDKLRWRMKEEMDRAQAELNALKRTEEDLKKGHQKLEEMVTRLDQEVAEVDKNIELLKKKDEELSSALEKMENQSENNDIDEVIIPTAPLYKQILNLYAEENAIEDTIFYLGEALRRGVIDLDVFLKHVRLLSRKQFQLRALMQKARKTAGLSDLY
#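 FP read-out: FITC-PTAP peptide, 50 nM final, binding Tsg101 binding domain, 10 uM final; 20 min, r.t.; 10 mM HEPES pH 7.5, 0.15 M NaCl, 0.01% Tween 20, 3 mM EDTA, 0.1 mM TCEP.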
# TRPV1 ag = HTS Assay for Compounds that Act as Agonists of the Vanilloid Receptor 1; TRPV1-expressing cells, Fluo-8 calcium influx, agonist mode; activation, % at 8.33 µM; AID 540275, 2011; Transient receptor potential cation channel subfamily V member 1 (Homo sapiens), Q8NER1; 320,000 compounds, 0.19% hits; in the data active means activation above about 80%; inconclusive means between about 30% and that limit; further: 0% is about no effect
#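 TRPV1-expressing cells were cultured overnight at 35.5C and loaded with Fluo-8 calcium dye for 40 to 90 min at room temperature. After a 10 s baseline, compound was added and calcium influx was read kinetically for 3 min (ex 480/em 520 nm).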
# p53 reactivator = qHTS assay for re-activators of p53 using a Luc reporter; AID 504706, 2011; H1299 p53-A138V BP100-luciferase reporter, luminescence, 24 h; Potency, µM (doses to about 92.2 µM), without a hit: at the top dose activity change, positive = activation, actives largely listed as activators; 320,000 compounds, 0.063% hits; further: potency means the concentration at half of the fitted maximal effect; % of control where 0% means no effect; nearly all actives have a fitted effect of over 45% in size
#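 p53-null H1299 cells stably carrying temperature-sensitive p53-A138V and a BP100-luciferase reporter were pinned with compounds (4-point, 1:5 series) and held 24 hrs at 37 deg C. Luminescence was read 10 min after detection reagent.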
# ELG1 genotoxic = qHTS screen for small molecules that induce genotoxicity in human embryonic kidney (HEK293T) cells expressing luciferase-tagged ELG1 | HEK293T ELG1-luciferase reporter, luminescence, 16 h | Potency, µM (series often up to 46 µM), without a hit: at the highest dose activity change, positive = activation, most hits filed as activators | 330,000 compounds, 1.3% hits; further: potency means the concentration at half of the fitted maximal effect; % of control where 0% means no effect; nearly all actives have a fitted effect of over 60% in size
#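 Quantitative HTS format in 1536-well plates. HEK293T ELG1-luciferase reporter cells receive test compound and are incubated 16 hr at 37 °C, 5% CO2; ONE-Glo added, 30 min room temperature, then luminescence read.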
# BRCA1 expr act = qHTS Assay to Identify Small Molecule Activators of BRCA1 Expression; 380,000 compounds, 1.1% hits; MCF7-BRCA1-FFLuc reporter, luminescence, 48 h; response scale: scaled: vehicle 0%, 10 µM genistein 100%; AID 624202, 2012; Potency, µM (top dose mostly 46.1 µM), for inactives: at the top dose activation, usual class: activators; further: potency means the concentration at half of the fitted maximal effect; nearly all actives have a fitted effect of over 80% in size; some results filed as inactive show a strong effect at the top dose
#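 Reporter cells (MCF7, BRCA1 promoter-firefly luciferase) received library compounds across a concentration series for 48 h. End-point luminescence was measured and concentration-effect curves derived after normalization.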
# a7 integrin act = qHTS for Activators of Integrin-Mediated Alleviation for Muscular Dystrophy; alpha7betagal myoblasts, beta-gal FDG fluorescence, 48 h; Potency, µM (top dose mostly 38.3 µM), for the others: at the highest dose activation, actives largely listed as activators; 350,000 compounds, 0.064% hits; AID 624291, 2012;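 further: potency means the concentration at half of the fitted maximal effect; 100% = response of the positive control SU9516; nearly all actives have a fitted effect of over 60% in size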
#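 Alpha7betagal+/- myoblasts (passage 13) were plated 16-24 hr, then exposed to compounds (1:260 dilution of DMSO stock) for 48 hours at 37C. After MPER lysis, β-galactosidase reporter activity was read as FDG fluorescence (ex 480/em 540) after 30 minutes.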
# B2AR arrestin = qHTS assay of beta-arrestin-biased ligands of beta2-adrenergic receptor | Beta-2 adrenergic receptor (Homo sapiens), P07550 | beta-arrestin recruitment to beta2AR, cell-based reporter | Potency, µM (titrated, usually from 46.1 µM), without a hit: at the top dose activation, hits mostly activators | 330,000 compounds, 0.02% hits | AID 492947, 2010;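 further: potency means the concentration at half of the fitted maximal effect; 0% = DMSO controls and full agonism = EC100 isoproterenol or metaproterenol; nearly all actives have a fitted effect of over 65% in size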
# * hit, by the source's call; ? = inconclusive; · = no result given; [ ] = another dose, or the depositor's remark. Unless noted, the call rests on the fitted dose curve; in most records, active means well fitted curve in the direction sought with a large enough effect; inconclusive means small, poorly fitted or top-dose-only effect, or another doubt; inactive means no such curve, though single readings can be large; an effect the other way counts as inactive or inconclusive.
SMILES,S-ASM inh,USP2a inh,Eya2 phos inh,uPA generation,PTAP TSG101 blk,TRPV1 ag,p53 reactivator,ELG1 genotoxic,BRCA1 expr act,a7 integrin act,B2AR arrestin
Cc1cc(/C=N/NC(=O)C(=O)N2CCCC2)c(C)n1-c1cccc(Br)c1,-5.5%,0.0%,-1.8%,-0.4%,-6.9%,2.7,-5.0%,-2.8%,-9.0%,-18.8%,0.0%
CN(CC(=O)NCc1ccc2c(c1)OCO2)S(=O)(=O)c1ccc(F)cc1,-2.8%,1.5%,-10.0%,4.5%,-2.0%,0.6,1.2%,2.1%,-4.7%,4.1%,-0.2%
O=S(=O)(Nc1ccc2c(c1)nc1n2CCN(Cc2ccccc2)C1)c1ccccc1,9.6%,-8.4%,2.8%,0.3%,-9.9%,2.1,?,12.4%,-36.5%,-7.5%,-0.7%
Cc1ccc(C)c(OCCCN2CCCC2)c1,0.5%,2.5%,-25.8%,·,1.9%,1.3,-12.9%,-0.7%,-17.0%,0.0%,-0.4%
O=c1cc(NC2CCCCCC2)[nH]c(=O)[nH]1,1.6%,2.1%,3.6%,0.1%,-2.1%,-0.9,-3.5%,-1.4%,-5.3%,12.8%,0.0%
COC(=O)c1cn(-c2ccc(Cl)cc2)c(=O)c2ccccc12,-7.7%,4.0%,-36.1%,-1.2%,-3.5%,1.2,-5.7%,-2.9%,-32.4%,-7.9%,-0.1%
O=C(CSc1nnc2ccc(-c3ccccn3)nn12)Nc1ccccc1,38.3%,0.2%,2.7%,9.7%,-2.7%,-1.3,6.9%,14.8%,4.4%,17.7%,0.0%
Nc1ccc(N=Nc2ccccc2)c2ccccc12,-3.1%,2.9%,?,0.0%,-6.1%,1.3,16.6%,-0.4%,-38.2%,-12.9%,0.4%
COc1cc(OC)c(C2SCCS2)c(OC)c1,2.5%,1.1%,-3.1%,-1.5%,-3.9%,1.8,-13.3%,-0.5%,-15.9%,-4.3%,0.2%
CCn1c(SCC(=O)c2ccc(O)c(O)c2)nnc1-c1ccccc1,-9.4%,1.4%,4.3%,-7.4%,-9.1%,8.7,?,20.6µM*,-16.4%,-32.1%[inhibitor],0.4%
Cc1cccc(OCC(=O)NNC(=O)CSc2ncc(C#N)c(N)n2)c1,3.9%,1.3%,-7.5%,·,-1.9%,-1.9,-7.6%,1.8%,-6.7%,-6.3%,-0.9%
CC(C)C(=O)O/N=C(\N)c1ccc(Oc2ccc(Cl)cc2)c([N+](=O)[O-])c1,-0.9%,0.6%,7.9%,-6.5%,-1.0%,4.7,16.2%,-1.4%,7.3%,-22.8%,0.3%
Cc1ccc(NS(=O)(=O)c2ccc(N3C(=O)CCC3=O)cc2)cc1,2.0%,2.5%,3.9%,0.9%,-5.7%,-3.2,-1.8%,0.3%,3.3%,-24.1%,0.2%
CCOc1ccc2nc(NC(=O)c3cccc(-c4cc5ccccc5oc4=O)c3)sc2c1,5.8%,-0.5%,-4.9%,0.0%,5.1%,0.4,21.0%,12.8%,-40.7%,-3.2%,-1.3%
O=C(N/N=C/c1cn(Cc2cccc(F)c2)c2ccccc12)c1cc(O)cc(O)c1,?,1.3%,-3.0%,0.5%,-11.7%,-2.3,-9.6%,2.2%,6.3%,23.2%,-0.5%
Cc1cccc[n+]1C1C(c2ccc([N+](=O)[O-])cc2)C(C#N)=C(C(=C=[N-])C#N)NC1(O)C1CC1 (stereo not given),0.5%,-0.2%,-2.8%,0.5%,-1.6%,-0.4,2.0%,-0.1%,0.7%,9.0%,-0.5%
O=C(O)CCSc1nnc(SCC(=O)NC2CCS(=O)(=O)C2)s1 (stereo not given),1.3%,1.8%,-12.1%,0.4%,-0.2%,·,-0.5%,0.8%,1.1%,-1.5%,-0.2%
Cc1cc(C)n(CC(=O)NN)n1,5.9%,4.3%,-4.6%,0.5%,-0.6%,-1.0,0.6%,0.8%,11.3%,-14.3%,0.1%
Cc1cc(C(=O)OCC(=O)N(C)c2ccccc2)ccc1[N+](=O)[O-],0.0%,-0.1%,7.6%,-2.2%,-2.3%,8.1,1.2%,1.9%,0.0%,-0.1%,0.4%
CC1CC(C)(C)CC2(C1)NC(=O)N(CC(=O)N(C)Cc1nc3ccccc3c(=O)[nH]1)C2=O (stereo not given),-1.8%,1.2%,2.3%,1.9%,-2.9%,-9.4,-12.6%,1.0%,-17.0%,6.7%,0.1%
COc1ccccc1NC(=O)COc1ccc(C(=O)OCC(=O)NC(C)(C)C)cc1OC,-1.3%,1.1%,4.3%,-10.2%,2.4%,-5.9,-1.3%,-11.1%,-0.8%,-18.4%,0.3%
CCNC(=S)N(Cc1ccccc1)Cc1nc2ccccc2c(=O)[nH]1,0.7%,3.4%,-0.6%,3.1%,-2.1%,1.9,0.8%,-2.1%,-0.1%,-6.5%,-0.1%
COc1ccc(Cl)cc1N1C(=O)C2CCCN2C1c1cccc(F)c1 (stereo not given),2.3%,-0.3%,12.9%,7.8%,-8.1%,15.5,-3.0%,-2.7%,8.5%,-1.1%,-0.6%
CC1=C(C(=O)Nc2cccc(C(=O)N3CCC(C(N)=O)CC3)c2)SCCO1,-1.4%,2.9%,6.4%,-6.6%,-5.8%,-1.4,-1.4%,-0.3%,8.0%,19.9%,0.1%
Cc1ccc(C)c(S(=O)(=O)N2CCN(C(=O)CCC(=O)c3cc(C)sc3C)CC2)c1,-2.6%,-2.2%,-11.5%,-9.5%,-3.7%,8.5,-4.8%,-9.4%,-35.9%,-29.1%,-0.2%
Cc1ccc(S(=O)(=O)N2CCC(C(=O)OC(C)C(=O)NCc3ccccc3)CC2)cc1C (stereo not given),-0.7%,4.4%,4.3%,-34.8%,-2.7%,0.9,-7.5%,-0.9%,-9.9%,-13.6%,0.4%
CC1CN(CCOc2ccccc2-c2ccccc2)CC(C)O1 (stereo not given),1.6%,-0.9%,7.5%,5.3%,-3.7%,3.4,-7.6%,-3.8%,-2.8%,-32.0%,-0.9%
Cc1ccc(S(=O)(=O)CC(=O)c2cc3cccc(C)c3oc2=O)cc1,3.4%,1.7%,-4.5%,-17.3%,0.6%,-1.6,-8.0%,-0.3%,-21.0%,-22.0%,-1.1%
Cc1cc(/C=C(\C#N)C(=O)NCc2ccco2)c(C)n1-c1ccc(C(=O)O)cc1,4.9%,-0.4%,-1.4%,2.2%,-7.6%,1.3,0.6%,0.0%,-0.1%,5.2%,0.2%
COc1cc(N2CN=c3s/c(=C\c4ccccn4)c(=O)n3C2)cc(OC)c1OC,-1.3%,-6.1%,-17.0%,6.1%,-2.4%,-4.4,-6.4%,1.7%,6.9%,0.8%,-0.4%
O=C(Nc1cccc(-c2cnc3ccccc3n2)c1)c1ccccc1,-1.9%,1.2%,5.8%,·,-1.9%,?,4.7%,15.0%,18.0%,15.0%,0.3%
CC1(C)CC(=O)C(C(c2ccncc2)C2C(=O)CC(C)(C)CC2=O)C(=O)C1,0.0%,-1.4%,-1.7%,-4.4%,-0.2%,0.2,-1.9%,-0.4%,0.7%,-4.0%,0.2%
COc1ccc(S(=O)(=O)N2CCCCC2)cc1NC(=O)C1COc2ccccc2O1 (stereo not given),-6.5%,-1.7%,-4.0%,-9.5%,0.6%,2.5,4.6%,-8.2%,-14.7%,13.4%,0.0%
CCOc1ccc(Br)cc1C(=O)N/N=C/c1cccc(C)n1,-0.1%,2.3%,3.3%,9.9%,-3.7%,-2.3,-2.6%,1.0%,10.1%,3.1%,0.3%
COc1ccc2cnnc(SCC(=O)Nc3ccccc3)c2c1OC,-0.5%,0.5%,-1.3%,-2.5%,0.6%,-3.2,-3.0%,1.3%,-3.1%,-11.4%,-4.0%
